From PubChem
DAX1 inh-1: inhibitors of human orphan nuclear receptor DAX1 (NR0B1); P51843; hit rate 0.99% among 340,000; HEK293 Gal4-DAX1 luciferase reporter, luminescence; inhibition, % at 6.75 µM; AID 504766;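 active = inhibition above the mean over all tested compounds plus 3 SD, cut at about 4.2% in these data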;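 also: 0% = DAX1-transfected cells with DMSO and 100% = empty-vector control cells with DMSO; inhibition shows as a rise in luminescence from relieved DAX1 repression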
Target sequence (P51843 207-470 limits assumed): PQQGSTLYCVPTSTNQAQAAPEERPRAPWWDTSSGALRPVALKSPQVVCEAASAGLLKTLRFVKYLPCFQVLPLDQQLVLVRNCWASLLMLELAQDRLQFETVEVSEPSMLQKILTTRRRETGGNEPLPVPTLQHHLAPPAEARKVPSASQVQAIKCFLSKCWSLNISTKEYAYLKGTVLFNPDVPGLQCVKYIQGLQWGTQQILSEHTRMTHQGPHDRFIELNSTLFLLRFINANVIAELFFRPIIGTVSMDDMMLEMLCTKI
sPLA2-III inh: Blocks human group III sPLA2 activity | Q9NZ20 | QFRET BODIPY PC-A2 liposome hydrolysis, fluorescence | inhibition, % at 12.2 µM | hit rate 0.56% among 370,000 | AID 743126;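 active = inhibition above mean plus 3 SD of compounds lying within the high and low control bounds, cut at about 19% in these data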;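 also: 0% = median of test compound wells and 100% = no enzyme DMSO wells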
Target sequence (Q9NZ20 whole entry, looked up): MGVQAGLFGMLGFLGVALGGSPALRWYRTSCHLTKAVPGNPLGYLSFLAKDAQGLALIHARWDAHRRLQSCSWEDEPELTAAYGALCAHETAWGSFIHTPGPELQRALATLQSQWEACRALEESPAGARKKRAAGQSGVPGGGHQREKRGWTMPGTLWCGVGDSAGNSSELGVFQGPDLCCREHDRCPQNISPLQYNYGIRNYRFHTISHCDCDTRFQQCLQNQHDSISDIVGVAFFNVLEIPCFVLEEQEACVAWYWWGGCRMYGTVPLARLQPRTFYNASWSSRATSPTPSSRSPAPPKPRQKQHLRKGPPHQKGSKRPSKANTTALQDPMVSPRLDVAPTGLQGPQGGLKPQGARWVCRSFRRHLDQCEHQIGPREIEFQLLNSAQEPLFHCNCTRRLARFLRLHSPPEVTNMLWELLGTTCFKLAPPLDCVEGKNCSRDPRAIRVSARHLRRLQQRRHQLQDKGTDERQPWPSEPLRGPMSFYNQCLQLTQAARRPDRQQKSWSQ
NR1D1 modulator: modulators of human Rev-erb alpha DNA binding | AID 1259318 | Rev-erbα–FITC-DNA binding, fluorescence polarization, 90 min | P20393 | activity, % at 10 µM | hit rate 0.79% among 370,000;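 active = activity above about 14%, limit read from the data; passing the limit was not always enough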;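 also: 0% = DMSO wells with 35 nM protein and 100% = DMSO wells with 750 nM protein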
hgDAF-12 ag: hgDAF-12 agonism, primary luciferase screen | HEK293 GAL4-hgDAF12 UAS-luciferase reporter, agonist luminescence; normalized to butyrate control | activation, % at 6.8 µM | hit rate 1.8% among 370,000;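 active = activation above a cutoff set at the mean of all screened compounds plus 3 SD, cut at about 10% in these data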;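 also: 0% = DMSO wells and 100% = sodium butyrate wells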
PG9 binder: binds the HIV-1 gp120 antibody PG9; inhibition, % at 6.7 µM; TR-FRET gp120-PG9 antibody binding; hit rate 0.43% among 360,000; in the data active = inhibition above about 8.5%
hcDAF-12 act: H. contortus DAF-12 activation, primary screen. HEK293 hcDAF-12 lit1-tk-luc reporter, luminescence; 0% DMSO, 100% Δ7-dafachronic acid. activation, % at 6.8 µM. hit rate 1.4% among 370,000;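 active = activation above the mean of all tested compounds plus 3 SD, cut at about 5.5% in these data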;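 also: 100% = response to 3 µM Δ7-dafachronic acid high control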
GAA850 FXN act: increases GAA850 frataxin promoter reporter activity; HEK293 lucGAA850 FXN promoter luciferase reporter, 24 h; percent of 10 µM SAHA response; activation, % at 6 µM; hit rate 0.56% among 360,000; AID 540364;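 active = activation above the average of all compounds screened plus 3 SD, cutoff fixed separately per campaign, cut at about 7.5% in these data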;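 also: 0% = DMSO wells and 100% = 10 µM SAHA wells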
SMARCA2 act: increases SMARCA2 function in MMTV reporter cells; activation, % at 9.1 µM; hit rate 1% among 370,000; MG213 cells, MMTV-luciferase reporter, dexamethasone, overnight; in the data active = activation above about 7.8%;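 also: 0% = vehicle wells and 100% = reference activator wells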
ssDAF-12 act: activators of S. stercoralis DAF-12 nuclear receptor. activation, % at 6.8 µM. HEK293 ssDAF-12/GRIP1 lit1-tk-luc reporter, luminescence; % of 3 µM dafachronic acid response. AID 652126. hit rate 1% among 370,000;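 active = activation above the mean over all tested compounds plus 3 SD, cut at about 0.9% in these data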;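 also: 0% = DMSO-only wells and 100% = 3 µM delta7-dafachronic acid wells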
PLCb3 inh: PLC-beta3 (human) inhibition, primary screen; Q01970; AID 720704; inhibition, % at 12.2 µM; hit rate 0.18% among 370,000; Purified PLC-beta3, fluorogenic substrate, fluorescence; in the data active = inhibition above about 11%;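 also: 0% = median of compound wells on plate and 100% = full blocker control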
DAX1 inh-2: DAX1 (NR0B1) inhibition, primary screen; AID 652010; hit rate 1.1% among 370,000; inhibition, % at 6.8 µM; HEK293T StAR-luciferase reporter, SF-1/DAX-1 repression relief;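 active = inhibition above the mean over all tested compounds plus 3 SD, cut at about 3.6% in these data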;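 also: 0% = DAX-1 cells with DMSO and 100% = cells lacking DAX-1 with DMSO; higher inhibition means more luminescence from relief of DAX-1 repression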
The depositor's hits bear a star; / = not tested or not shown. Outcome played no part in choosing rows; any-hit rate near 7%.

Results follow in this order: DAX1 inh-1, sPLA2-III inh, NR1D1 modulator, hgDAF-12 ag, PG9 binder, hcDAF-12 act, GAA850 FXN act, SMARCA2 act, ssDAF-12 act, PLCb3 inh, DAX1 inh-2
COC(=O)C1CCN(CC(=O)Nc2sc3c(c2C#N)CCC3)CC1
    0.2, -1, -3, 0.2, 0.2, -1.1, -0.9, -1, -1.5, -3, -0.4
CC1CN(C(=O)c2ccccc2Nc2ccc(SC(F)F)cc2)CC(C)O1 (configuration not stated)
    1.1, -8, 4, 2.7, -3.0, -1.8, -0.8, 0, -0.1, -1, -0.6
O=C(Nc1ccc(Cc2ccncc2)cc1)c1cc([N+](=O)[O-])ccc1N1CCOCC1
    -0.2, -9, -2, -0.9, -0.7, -1.4, -6.8, 0, -1.6, -6, -0.7
CN(Cc1ccco1)C(=O)[C@H](Cc1ccccc1)NC(=O)CC[C@H]1O[C@@H](n2ccc(=O)[nH]c2=O)[C@H](O)[C@@H]1O
    /, 11, 2, -0.2, 1.2, -0.8, /, -3, -0.1, 4, -0.2
CC(=O)N1N=C(c2ccc3nccnc3c2)CC1c1ccccc1 (configuration not stated)
    0.3, 0, -2, 0.1, 1.7, -2.6, 0.9, -2, -1.3, 3, -0.6
CC(C)Cc1ccc(C2=CSC3=NCCN23)cc1
    -0.4, 0, 7, 3.3, -1.7, -1.8, 0.1, -1, -2.0, 3, -0.4
Cc1ccc(-c2nc3c(c(=O)[nH]c(=O)n3Cc3ccccc3)n2Cc2ccccc2)o1
    -2.0, -1, 0, 0.2, -0.3, 0.5, 1.7, 0, -2.1, -55, -0.8
COc1ccc(CNC(=O)CC2Sc3ccccc3NC2=O)cc1 (configuration not stated)
    3.6, 2, -1, -1.7, 0.6, -1.1, 1.2, -1, -1.3, 0, -0.3
CC(C)=C(NC(=O)c1ccccc1)C(=O)Nc1ccc(C(=O)O)cc1
    2.1, 7, -6, -2.4, 1.2, -1.4, -0.6, 1, -1.3, -5, 0.5
Cc1ccn2c(CNCCn3nc(C)cc3C)c(C(=O)N3CCCCCC3)nc2c1
    0.6, 3, 3, -3.0, 0.6, -1.2, 1.3, 4, -1.3, -8, -1.2

Look-ups from the entries so far:
hgDAF-12 ag, O=C(Nc1ccc(Cc2ccncc2)cc1)c1cc([N+](=O)[O-])ccc1N1CCOCC1 : -0.9
hcDAF-12 act, COC(=O)C1CCN(CC(=O)Nc2sc3c(c2C#N)CCC3)CC1 : -1.1

More entries.
Results follow in this order: DAX1 inh-1, sPLA2-III inh, NR1D1 modulator, hgDAF-12 ag, PG9 binder, hcDAF-12 act, GAA850 FXN act, SMARCA2 act, ssDAF-12 act, PLCb3 inh, DAX1 inh-2
O=C(O)CSc1ncnc2sc(-c3ccccc3)cc12
    0.1, 7, -4, 6.8, 2.8, -0.2, 0.5, -3, -2.1, -9, 1.3
O=C(NCc1ccccc1)C(c1ccccc1F)n1c(=O)c(-c2ccco2)nc2ccccc21 (configuration not stated)
    /, -6, -5, -1.7, -2.5, -1.7, /, 3, -1.4, -81, -0.9
CCC(C)Sc1ccc([C@H]2N[C@@](CC(C)C)(C(=O)OC)[C@H]3C(=O)N(C)C(=O)[C@@H]23)cc1 (some centres not stated)
    -0.4, -6, 6, -2.0, 2.0, -1.9, 0.2, 0, -0.8, 1, -0.8
CC(=O)Nc1ccc(C(=O)N2CCCC(c3cc(C(=O)NCc4ccc(F)cc4)no3)C2)cc1 (configuration not stated)
    /, 0, -5, 3.6, -1.8, -2.4, -2.2, -6, -1.7, 3, -0.7
CCOc1ccc(C(=O)N/N=C(\c2ccccc2)c2ccccn2)cc1
    -2.0, -1, 1, -0.9, -2.4, 0.0, -3.0, -2, -1.6, 3, -1.3
CCOC(=O)c1c(C)[nH]c(NC(=O)NNC(=O)c2ccc(OC)cc2)c1C
    0.6, 11, 1, -1.3, -1.5, -1.1, 1.6, 0, -1.4, -12, -3.0
CCC/C(O)=C1\C(=O)CCCC1=NCCc1c(C)[nH]c2ccc(C)cc12
    -0.9, -21, 7, -0.2, -1.3, -1.1, -0.9, 0, -0.9, -7, -0.5
CCOC(=O)C1CCN(c2ncnc3c(C)csc23)CC1
    -0.4, -18, -3, 1.2, -1.0, 1.3, 2.8, -3, -1.6, -2, 0.2
COc1ccc(CCNC(=O)C(=O)NCc2ccc(Cl)cc2)cc1OC
    -0.6, -6, 0, -0.3, -0.1, -0.7, 1.3, -3, -1.8, 4, -0.5
CC(C)c1c(C(=O)N/N=C/c2cccc3ccccc23)nnn1-c1nonc1N
    0.3, -10, 2, -0.5, 0.1, -3.0, 1.4, 3, -1.2, -1, 0.6

The results go on:
Results follow in this order: DAX1 inh-1, sPLA2-III inh, NR1D1 modulator, hgDAF-12 ag, PG9 binder, hcDAF-12 act, GAA850 FXN act, SMARCA2 act, ssDAF-12 act, PLCb3 inh, DAX1 inh-2
Cc1cc(NCc2ccccc2)n2ncnc2n1
    -0.4, 3, 1, -2.5, -2.1, -1.8, 2.0, -2, -1.5, 4, -1.0
CCCn1c(C2CCCN2c2nc(-c3ccc(C)cc3)cs2)nc2cc(Cl)c(N3CCCCC3)cc21 (configuration not stated)
    -1.3, 4, 2, -1.0, 1.1, -0.8, 1.4, -1, -1.6, -8, 0.2
O=C(Nc1ccc2c(c1)OCCO2)C1CCN(S(=O)(=O)c2cccs2)CC1
    -1.0, -7, -6, -2.7, 1.0, -3.1, -1.5, -3, -2.0, 2, -1.0
CC(=O)N1CCCN(C(=O)CN2C(=O)CC(C)(C)S(=O)(=O)c3ccccc32)CC1
    /, -6, 0, -3.6, /, -1.0, /, 2, -0.2, 4, 1.4
CC(NC(=O)c1ccccc1Cl)C(=O)OCc1cn2cc(Cl)ccc2n1 (configuration not stated)
    -0.2, 8, 0, 1.5, 2.8, -0.8, 0.4, -3, -0.4, -8, -0.3
Cc1ccc(C(=O)CSc2nnc(CNc3nc(-c4ccccc4)cs3)n2C)cc1
    -0.7, -43, 6, 0.6, -1.0, -1.5, 0.3, 1, -1.1, 2, -0.8
Nc1oc2ccccc2c1C(=O)Cc1ccccc1O[C@@H]1O[C@H](CO)[C@@H](O)[C@H](O)[C@H]1O
    -0.5, -2, -3, -2.1, -2.5, -0.7, -0.1, -1, -0.9, 1, -0.5
COc1ccc(-c2csc3ncnc(N4CCN(CCO)CC4)c23)cc1
    -0.2, 10, -2, 0.1, 0.6, -1.7, 2.3, -1, -1.6, -7, 0.2
COc1ccc(-n2c(-c3cccc(OC)c3)nc(=S)c3c2CCCC3)cc1
    -0.1, 8, 4, -0.2, 3.4, 0.4, -1.1, 0, -1.0, -10, 1.4
COc1ccc(S(=O)(=O)N2C3CCC2CC(NC(=O)C2CC2)C3)cc1 (configuration not stated)
    -0.2, 0, 2, -1.8, 0.8, -0.4, -0.7, 2, -1.1, 3, -0.7

Remaining list, next part.
Results follow in this order: DAX1 inh-1, sPLA2-III inh, NR1D1 modulator, hgDAF-12 ag, PG9 binder, hcDAF-12 act, GAA850 FXN act, SMARCA2 act, ssDAF-12 act, PLCb3 inh, DAX1 inh-2
NC(=O)CSc1nnc(-c2ccccn2)n1N
    -0.5, -5, -7, -1.9, -2.8, 0.3, -1.6, 0, -1.2, 2, 0.7
CCCCc1c(-c2ccccc2OC)ncn1Cc1cccc(-c2ccccc2)c1
    /, -6, 5, -1.1, 1.7, -2.0, /, -5, -1.1, 0, -2.2
O=C(Cc1ccc(Cl)cc1)Nc1ccccn1
    -1.0, 5, 4, 2.2, 0.4, -1.5, 0.7, -1, -0.8, -1, -0.1
COc1cccc(C2c3[nH]c4ccccc4c3CCN2Cc2cccn2-c2ncccn2)c1 (configuration not stated)
    -0.7, -6, 7, 0.7, 0.2, 4.9, 1.3, 1, -0.3, -14, 0.2
CC(=O)Nc1ccc(S(=O)(=O)N(C)CC(=O)OC(C)C(=O)N(C)Cc2ccccc2)cc1 (configuration not stated)
    0.4, -3, -4, 2.1, -2.3, -1.0, -0.7, 0, -0.5, -6, -1.1
COc1cccc(N2CCN(c3ncnc4c3[nH]c3ccc(F)cc34)CC2C)c1 (configuration not stated)
    -6.2, -14, -4, -17, 1.1, -8.2, -17, -10, -3.4, -32, -3.1
CC(C)(C)OC(=O)C[C@@H]1C/C=C\C[C@H](CC(=O)N[C@H](CO)Cc2ccccc2)C(=O)N[C@@H](Cc2c[nH]c3ccccc23)COC1=O
    0.4, -71, 2, 1.4, 0.9, 0.4, -1.8, -1, -0.5, -7, -0.1
CCN(CC)c1ccc(CNC(=O)C/C(C)=N/NC(=O)COc2ccc(C)cc2Br)cc1
    -0.6, -13, -1, 1.3, -1.7, 0.2, 0.1, -1, -1.2, -9, -0.4
O=C(CCCc1ccccc1)c1ccc2c(c1)OCCO2
    -4.8, -1, 8, -17, 0.5, -8.0, -17, -9, -3.1, 0, -3.5
CCCN(C(=O)c1ccccc1N)c1c(C)n(C)n(-c2ccccc2)c1=O
    -1.5, 7, 0, -0.7, 0.5, -1.7, -1.9, -4, -0.9, -1, -0.8

(cont.)
Results follow in this order: DAX1 inh-1, sPLA2-III inh, NR1D1 modulator, hgDAF-12 ag, PG9 binder, hcDAF-12 act, GAA850 FXN act, SMARCA2 act, ssDAF-12 act, PLCb3 inh, DAX1 inh-2
O=C(C(=O)N(C1CCCCC1)C1CCCCC1)c1ccccc1
    /, -3, 4, -0.2, -0.2, -1.6, /, 1, -1.6, -3, -0.4
CC(OC(=O)c1cccc(-n2cnnn2)c1)C(=O)Nc1ccc(F)c(F)c1F (configuration not stated)
    1.3, 11, 2, 0.8, -0.8, 1.8, -2.8, -1, -1.6, -6, -0.3
CC(=O)Nc1c(O)nc(SCc2ccc(Cl)cc2)[nH]c1=O
    -0.2, 3, 0, 2.0, 0.8, -1.9, -2.9, -2, -1.1, 0, 0.7
CCCn1c(=N)n(CC(O)COc2cccc(C)c2)c2ccccc21 (configuration not stated)
    0.2, 3, -2, 2.1, -1.3, -0.4, -3.5, 0, -1.2, 5, -0.8
CCOC(=O)C(C)Oc1c(Br)cc(C2NC(=O)NC(C)=C2C(C)=O)cc1OCC (configuration not stated)
    1.9, -1, 3, -0.1, 0.5, -1.3, 2.2, 0, -0.8, 0, -1.1
Cc1ccc(-c2noc(CN(C(=O)c3cccc(Br)c3)C(C)C)n2)cc1
    -0.7, -15, 3, 1.9, 0.2, 0.0, -0.5, 4, -1.3, 0, 0.1
CC(C(=O)N=c1sc2ccccc2n1C)N1C(=O)C2CC=CCC2C1=O (configuration not stated)
    -0.7, 6, -4, -0.6, 0.3, 2.4, -0.1, -2, 0.3, -15, 0.5
